Screening results from PubChem.
tuberculosis growth: growth inhibition of non-replicating M. tuberculosis (AID 488890); Mycobacterium tuberculosis non-replicating, growth inhibition; higher % means a stronger effect; inhibition, % at 25 µM; hits with a dose series show IC50 in µM; 320,000 compounds, 0.39% hits; in the data active means a potency from the dose series; inconclusive means inhibition mostly from about 82% at the one dose, without a potency; inactive means the rest, 99 in 100 with inhibition below about 76%;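 further: plate controls were DMSO cells for no effect and high antibiotic wells for full effect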
H37Rv inhibition: M. tuberculosis growth inhibition, HTS (AID 449762). M. tuberculosis H37Rv growth inhibition, 7H9 media; higher % means a stronger effect. inhibition, % at 25 µM, or IC50 in µM where a hit was titrated. 330,000 compounds, 0.59% hits; in the data active means a potency from the dose series; inconclusive means inhibition above about 70% without an active follow-up result;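 further: bacterial growth assessed after seven days of incubation; strong numbers were not always called active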
Salmonella PhoP GFP: Inhibition of PhoP regulon, Salmonella typhi GFP reporter cells, confirmation, 4 h (AID 1850); Salmonella Typhi PhoP-promoter GFP reporter, fluorescence, 4 h; higher % means a stronger effect; inhibition, % at 50 µM, or IC50 in µM where a hit was titrated; 310,000 compounds, 0.33% hits; in the data active means a potency from the dose series; inconclusive means inhibition mostly from about 25% at the one dose, without a potency; inactive means the rest, 99 in 100 with inhibition below about 19%;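 further: 0% = induced wells with vehicle and 100% = uninduced wells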
H1N1 NS1A inhibition: H1N1 influenza NS1A inhibitors, functional cell based assay (AID 504329) | NS1A functional cell-based assay, percent inhibition; higher % means a stronger effect | 340,000 compounds, 0.3% hits | inhibition, % at 12.5 µM; hits with a dose series show IC50 in µM; in the data active means a potency from the dose series; inconclusive means inhibition above about 27% without an active follow-up result; further: strong numbers were not always called active
VEEV TC-83 Vero: inhibitors of VEEV TC-83 cytopathic effect, confirmation, Vero cells (AID 588727). Vero cells, VEEV TC-83 cytopathic effect inhibition; higher % means a stronger effect. one-dose inhibition, % at 20 µM; IC50 in µM for titrated hits. 350,000 compounds, 0.13% hits; in the data active means a potency from the dose series; inconclusive means inhibition mostly from about 14% at the one dose, without a potency; inactive means the rest, 99 in 100 with inhibition below about 12%; further: strong numbers were not always called active
VEEV TC-83 Vero 10K pilot screen: further read-out of VEEV TC-83 Vero, marked with its call; inhibition, %; measured here: 10K pilot screen inhibition
* hit, by the source's call; i = inactive; u = inconclusive; x = no result given.

SMILES	tuberculosis growth	H37Rv inhibition	Salmonella PhoP GFP	H1N1 NS1A inhibition	VEEV TC-83 Vero	others
COc1ccc(C2=Nc3ccc(C)cc3C(c3ccccc3)N2CC(=O)NN)cc1 (configuration not stated)	12%	-1%	5%	3%	0.9%
CCCN(Cc1nnc(-c2cccs2)o1)C(=O)CN1C(=O)NC2(CCCCC2C)C1=O (configuration not stated)	6%	-11%	x	-14%	0.4%
COc1ccc(/C=N/N=C2\SC(CC(=O)O)C(=O)N2c2ccccc2)cc1 (configuration not stated)	-3%	-15%	-5%	0%	1.4%
CN(C)CCCN(C(=O)c1ccc(Br)s1)c1nc2cc3c(cc2s1)OCCO3	19%	10%	13%	-1%	11%
Cc1cc(C)c(OCC(=O)OCC(=O)N(C)C2CCS(=O)(=O)C2)c(C)c1 (configuration not stated)	-18%	-2%	2%	-4%	0.7%
CCOC(=O)Nc1ccc(OCc2nnc3c4ccccc4c(C)nn23)cc1	18%	8%	8%	-11%	0.8%
COc1ccc2c(c1)c(C(=O)N/N=C/c1cn(C)c3ccccc13)c(C)n2C	-18%	6%	4%	-14%	3.3%
COc1ccc(NS(=O)(=O)c2cccc3cccnc23)cc1	8%	-5%	1%	14%	1.3%	VEEV TC-83 Vero 10K pilot screen=3.6
O=C(COC(=O)C1=NNC(=O)CC1)NCCc1ccccc1	-22%	-12%	1%	-7%	2.0%
CCOC(=O)C1(CCc2ccccc2)CCN(Cc2ccc(O)cc2)CC1	19%	6%	-2%	1%	i
CN1C(=O)NC(c2ccccc2)(C(F)(F)F)S/C1=C(/C#N)c1nnc(N2CCOCC2)n1-c1ccccc1 (configuration not stated)	11%	-1%	-3%	5%	0.9%
CC12CC(NC(=O)N1c1ccc(C(=O)N3CCN(c4ccc(F)cc4)CC3)cc1)c1ccccc1O2 (configuration not stated)	21%	4%	11%	6%	8.8%
CCCC(=O)NC(=S)Nc1cccc(Cl)c1N1CCCC1	70%	64%	7%	-2%	2.0%
CCn1c(=O)c2c(O)cc(=O)oc2c2ccccc21	25%	0%	-31%	2%	i	VEEV TC-83 Vero 10K pilot screen=1.5
COC(=O)c1ccc(CNC(=O)COC(=O)/C=C/c2ccc(OC)c(OC)c2)cc1	x	8%	x	-1%	0.4%
COc1ccc2cc(CN(CC3CCCO3)S(=O)(=O)c3ccccc3Cl)c(=O)[nH]c2c1 (configuration not stated)	14%	-2%	4%	-12%	9.6%
C=C1CCN(C(Cc2ccccc2)C(=O)OC)S(=O)(=O)c2ccc(F)cc21 (configuration not stated)	-15%	2%	-5%	-8%	i	VEEV TC-83 Vero 10K pilot screen=0.0
CCOC(=O)N/N=C/c1ccc(N(CC)CC)cc1O	68%	-10%	-5%	4%	7.7%
O=C(COc1ccc(/C=N/NC(=O)c2ccc(O)cc2)cc1)Nc1cccc([N+](=O)[O-])c1	1%	6%	2%	2%	i
COc1ccccc1NC(=O)c1ccc(Cl)c(S(=O)(=O)N2CCCCC2)c1	25%	6%	-16%	19%	9.1%

The final three records of the part above open the next one:
SMILES	tuberculosis growth	H37Rv inhibition	Salmonella PhoP GFP	H1N1 NS1A inhibition	VEEV TC-83 Vero	others
CCOC(=O)N/N=C/c1ccc(N(CC)CC)cc1O	68%	-10%	-5%	4%	7.7%
O=C(COc1ccc(/C=N/NC(=O)c2ccc(O)cc2)cc1)Nc1cccc([N+](=O)[O-])c1	1%	6%	2%	2%	i
COc1ccccc1NC(=O)c1ccc(Cl)c(S(=O)(=O)N2CCCCC2)c1	25%	6%	-16%	19%	9.1%
Cc1ccc(S(=O)(=O)N2CCN(C(=O)c3ccccn3)CC2)c(C)c1	-9%	0%	-2%	0%	1.1%
CCN1CCN(S(=O)(=O)c2c[nH]c(C(=O)OC)c2)CC1	-25%	-6%	1%	-5%	1.4%	VEEV TC-83 Vero 10K pilot screen=1.0
CCN(CC1CCCN(CCc2cccc(OC)c2)C1)C(=O)c1ccoc1 (configuration not stated)	-7%	13%	-3%	-11%	i
CCOC(=O)C1=C(O)C(=O)NC(c2ccccc2)=C(OC2CCCCC2)C1	11%	-4%	-3%	-5%	1.9%
O=C1NC(=O)C(Cc2ccc(O)cc2)N1 (configuration not stated)	x	x	x	-2%	0.4%
COc1ccccc1CNC(=O)COC(=O)C1CCN(S(=O)(=O)c2c(Cl)cccc2Cl)CC1	x	x	x	-2%	0.6%
CSc1cccc(NC(=S)Nc2ccc(F)cc2)c1	u	14%	-2%	-14%	2.4%
COc1ccc(-c2cc(C(=O)Nc3c(C)nn(Cc4ccccc4Cl)c3C)no2)cc1OC	-5%	-6%	-13%	-7%	1.8%
Cc1csc(C(=O)O)c1-n1cccc1	-2%	4%	-2%	11%	8.0%
Cc1onc(-c2ccccc2Cl)c1C(=O)Nc1ccccc1C(N)=O	1%	-8%	8%	7%	2.8%
Cc1ccc(-c2nn(-c3ccccc3)cc2C(=O)N2CCOCC2)cc1C	13%	9%	2%	15%	1.6%	VEEV TC-83 Vero 10K pilot screen=1.3
NC(=O)C1CCCN(C(=S)Nc2cccc3ccccc23)C1 (configuration not stated)	-12%	5%	1%	-2%	0.1%
COc1cc(CCCN2C(=S)NC[C@@H]2c2ccccc2)cc(OC)c1OC	-8%	-3%	-21%	-18%	u
CCN(CC)S(=O)(=O)c1ccc(N2CCCC2)c(NS(=O)(=O)c2cccs2)c1	20%	5%	1%	13%	2.3%
COc1ccc(Cc2nc3c4c(ncn3n2)Oc2c(ccc3ccccc23)C4c2ccc(OC)c(OC)c2)cc1 (configuration not stated)	-4%	6%	-5%	1%	8.0%
COC(=O)c1cn(C(=O)c2ccc(C)cc2C)c2ccccc12	8%	4%	4%	-1%	5.1%
C/C(=N\OCc1nc2ccccc2c(=O)n1/N=C/c1cc(C)cc([N+](=O)[O-])c1O)c1ccccc1	76%	5%	0%	-6%	0.8%
O=C(COC(=O)/C=C/c1ccccc1[N+](=O)[O-])NNC(=O)c1ccc(F)cc1	x	x	x	-9%	1.9%
COc1ccc(NC(=O)N(C)C[C@H]2Oc3c(NC(=O)c4nc5ccccc5s4)cccc3C(=O)N([C@@H](C)CO)C[C@H]2C)cc1	x	17%	x	6%	7.2%
Cc1cc(NC(=O)CSc2nc3ccccc3c(=O)n2C2CCCC2)no1	6%	4%	-16%	-2%	4.8%
COc1ccc(-c2cc(=O)oc3c(C)c(OC(=O)c4cccs4)ccc23)cc1	-10%	3%	-3%	-3%	12%
Cc1ccccc1NC(=O)CSc1nnc(C)c(=O)[nH]1	32%	-6%	-8%	-4%	1.8%
COc1ccc(/C=C2\Sc3ccc(C(=O)N4CCOCC4)cc3N(C)C2=O)cc1	21%	7%	17%	7%	3.1%
CC1=NNC(=O)C1C(c1ccc(Cl)cc1)C(C#N)C#N (configuration not stated)	-21%	-2%	0%	x	4.7%
CC(=O)c1c(C)[nH]c(C(=O)Nc2cccc(S(=O)(=O)N3CCOCC3)c2)c1C	-12%	-28%	-9%	5%	11%
Cc1noc(NS(=O)(=O)c2ccc(NC(=O)COc3ccc(Cl)cc3Cl)cc2)c1C	19%	-8%	5%	0%	0.2%
CC(C)CNS(=O)(=O)c1ccc(S(=O)(=O)N2CCC(N3CCCCC3)CC2)cc1	0%	3%	2%	2%	0.7%
CCn1c(COc2ccccc2)nnc1SCC(=O)c1cccc([N+](=O)[O-])c1	28%	1%	5%	4%	0.2%
Cc1ccc(CSCC2Nc3ccc(C(=O)N4CCN(c5cccc(C)c5)C(C)C4)cc3NC2=O)cc1 (configuration not stated)	75%	63%	7%	x	x
O=C1/C(=C/c2ccc(F)cc2)SC(=S)N1Nc1ncc(C(F)(F)F)cc1Cl	11%	5%	-10%	-9%	i
C/C(=N\NC(=O)C1CC1)c1ccccc1O	65%	-5%	2%	6%	i
COc1cccc(-c2cc(C(=O)Nc3cccnc3Cl)no2)c1	47%	27%	0%	2%	i
CCS(=O)(=O)NCc1nnc2n1-c1ccc(Cl)cc1C(c1ccccc1)=NC2	0%	-3%	-6%	-4%	0.1%
O=C(NC(Cc1ccccc1)C(=O)O)/C(=C/c1cccc([N+](=O)[O-])c1)NC(=O)c1cccc(Br)c1 (configuration not stated)	-28%	-6%	5%	5%	i
O=C(Nc1ccc(Cl)cc1C(=O)c1ccccc1)c1ccc(Br)o1	-4%	-2%	0%	8%	i
CSc1sc(-c2n[nH]c(=S)n2C)c2c1C=CCC2	-8%	-3%	9%	10%	3.0%
O=C1c2ccccc2C(=O)N1CCc1csc(-c2ccc(F)cc2)n1	1%	-13%	3%	20%	2.5%
CCCCn1c(SCC(=O)NC2CC(C)(C)NC(C)(C)C2)nc2cc(S(N)(=O)=O)ccc21	23%	-4%	-5%	10%	1.1%
c1ccc(C(c2nnnn2Cc2ccco2)N2CCN(C3CCCC3)CC2)cc1 (configuration not stated)	-3%	-3%	-83%	0%	i
CN(c1ccccc1)S(=O)(=O)c1ccc(NC(=O)c2ccccc2C(=O)O)cc1	-9%	-6%	3%	-22%	i
O=C(C[C@H]1C/C=C\CC[C@@H](Cc2ccc(F)cc2)C(=O)OC[C@H]2CCCN2C1=O)NCCO	1%	6%	x	-20%	4.1%
COc1ccc(N(CC(=O)NCc2ccco2)S(C)(=O)=O)cc1OC	11%	6%	18%	5%	0.3%
O=C(NCC(F)(F)F)Nc1cccnc1	-1%	-6%	-2%	-8%	0.8%
O=C(NCCc1nc(-c2ccccc2Cl)no1)C1CCCCC1	14%	1%	7%	-21%	3.3%
COc1ccc(/C=C/C(=O)NC(=S)N2CCN(C)CC2)cc1	4%	-2%	8%	-11%	0.8%
Nc1cc(=O)[nH]c(SCC(=O)Nc2cc(S(=O)(=O)N3CCCCCC3)ccc2Cl)n1	18%	-4%	x	-2%	0.4%
CSCCC(NC(N)=O)C(=O)Nc1ccc2ccccc2c1 (configuration not stated)	-5%	-1%	-2%	1%	0.8%
C=CC[n+]1c(-c2ccc(Cl)cc2Cl)csc1Nc1c(C)n(C)n(-c2ccccc2)c1=O	11%	12%	-2%	6%	3.1%
COc1ccccc1NS(=O)(=O)c1cccc(NC(=O)c2nn(C)c(=O)c3ccccc23)c1	-1%	-8%	x	-8%	8.6%
CN1c2ccccc2C(=O)/C(=C\Nc2ccc(F)cc2)S1(=O)=O	-8%	6%	6%	6%	12%
COc1c(/C=N/NS(=O)(=O)c2ccc(C)cc2)c(CCN(C)C(C)=O)cc2c1OCO2	8%	-1%	2%	4%	1.7%
CCCC(=O)NC(=S)Nc1cccc(C(C)=O)c1	17%	0%	-3%	0%	1.9%
Cc1cccn2c(=O)c(/C=N/O)c(Nc3ccccc3F)nc12	-9%	3%	3%	-2%	2.3%
CCOC(=O)N1CCN(C(=O)c2ccc(CN(c3ccccc3)S(C)(=O)=O)cc2)CC1	1%	5%	0%	3%	5.5%
O=C(Oc1cccc(C(=S)N2CCOCC2)c1)c1cccc(Cl)c1	70%	9%	7%	15%	3.1%
CN(C)P(=O)(CCl)Nc1ccccc1 (configuration not stated)	-16%	-4%	0%	-4%	i
COc1ccc(CNC(=O)C(OC(=O)c2ccco2)c2ccc(F)cc2)cc1 (configuration not stated)	-3%	14%	4%	7%	0.5%
CC(=O)N1c2ccc(S(=O)(=O)N3CCCC3C(=O)Nc3cccc(F)c3)cc2CC1C (configuration not stated)	16%	-10%	-14%	-1%	i
Cc1ccc(-n2c(=O)c3cc4c(=O)n(-c5ccc(C)c(C)c5)c(=O)c4c(C(=O)c4ccc(C(=O)O)cc4)c3c2=O)cc1C	-18%	-5%	8%	15%	0.7%
O=C(CC1NC(=S)NC1=O)c1ccc(Cl)cc1 (configuration not stated)	11%	1%	10%	-20%	i
Cc1cc(NC(=O)C(C)SCC(=O)N(C)CC(=O)Nc2ccccc2Br)no1 (configuration not stated)	0%	-2%	5%	0%	0.8%
CC(=O)C1C2c3ccccc3OC1(C)N=c1s/c(=C/c3cn(C)nc3C)c(=O)n12 (configuration not stated)	14%	2%	1%	-3%	28%
O=C1OC2(c3ccccc3)C3CCCC2C13	-2%	-10%	11%	-6%	i

Among those listed so far, two have a cyano group.
SMILES	tuberculosis growth	H37Rv inhibition	Salmonella PhoP GFP	H1N1 NS1A inhibition	VEEV TC-83 Vero	others
CN1C(=O)NC(c2ccccc2)(C(F)(F)F)S/C1=C(/C#N)c1nnc(N2CCOCC2)n1-c1ccccc1 (configuration not stated)	11%	-1%	-3%	5%	0.9%
CC1=NNC(=O)C1C(c1ccc(Cl)cc1)C(C#N)C#N (configuration not stated)	-21%	-2%	0%	x	4.7%
